Compound activity: PubChem BioAssay, several laboratories
STK33 kinase inh – blocks human STK33 kinase activity | 0.073% of 320,000 active | purified STK33, MBP phosphorylation, ADP-Glo luminescence | inhibition, % at 10 µM | Q9BYT3;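 active = inhibition at or above 25%, using the most active replicate where run in duplicate; inactive = inhibition below 25%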
Target sequence (Q9BYT3 whole entry, looked up): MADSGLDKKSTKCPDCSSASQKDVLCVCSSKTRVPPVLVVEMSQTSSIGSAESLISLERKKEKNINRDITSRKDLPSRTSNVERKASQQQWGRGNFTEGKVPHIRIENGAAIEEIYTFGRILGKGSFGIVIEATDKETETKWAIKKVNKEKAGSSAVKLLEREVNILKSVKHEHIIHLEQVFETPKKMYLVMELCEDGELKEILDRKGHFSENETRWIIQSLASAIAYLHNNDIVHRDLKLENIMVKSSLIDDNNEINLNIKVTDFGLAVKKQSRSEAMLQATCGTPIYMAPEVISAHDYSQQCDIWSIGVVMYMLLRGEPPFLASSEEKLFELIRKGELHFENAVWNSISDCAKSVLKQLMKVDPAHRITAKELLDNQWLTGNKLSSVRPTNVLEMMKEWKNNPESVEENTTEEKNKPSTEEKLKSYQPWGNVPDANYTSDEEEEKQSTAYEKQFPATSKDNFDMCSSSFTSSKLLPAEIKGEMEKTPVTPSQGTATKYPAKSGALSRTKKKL
Kir21 inh – blocks the mouse Kir2.1 inward-rectifier potassium channel | HEK293-Kir2.1, FluxOR thallium flux fluorescence; active compounds read low | B-score at 10 µM | 0.85% of 310,000 active;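 active = fluorescence ratio B-score at or below minus 3 SD of library scores, with starting-brightness B-score within 2 SD, cut at about -4.2 in these data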;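 also: channel flux triggered by added potassium and thallium sulfate stimulus; B-score of peak minus minimum fluorescence over baseline after thallium stimulus; more negative B-score means stronger Kir2.1 block with less thallium influx; some compounds called inactive have numbers as strong as hits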
Target sequence (P35561 whole entry, looked up): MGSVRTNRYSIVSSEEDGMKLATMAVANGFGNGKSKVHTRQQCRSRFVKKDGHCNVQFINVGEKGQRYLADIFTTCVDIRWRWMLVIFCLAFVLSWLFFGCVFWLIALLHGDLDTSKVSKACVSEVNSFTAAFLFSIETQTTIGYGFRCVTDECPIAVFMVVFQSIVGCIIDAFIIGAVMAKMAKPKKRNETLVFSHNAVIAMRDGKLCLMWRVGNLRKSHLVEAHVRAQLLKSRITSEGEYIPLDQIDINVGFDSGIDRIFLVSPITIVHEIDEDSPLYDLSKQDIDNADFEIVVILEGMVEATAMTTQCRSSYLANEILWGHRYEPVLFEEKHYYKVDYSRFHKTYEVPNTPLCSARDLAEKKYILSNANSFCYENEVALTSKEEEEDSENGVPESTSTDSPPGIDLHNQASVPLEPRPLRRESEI
* = called active by the depositor; . = not tested or not shown.

STK33 kinase inh | Kir21 inh | Structure
14 | 0.42 | CCOc1ccc(NS(=O)(=O)c2ccc3c(c2)N(C(C)=O)CCS3)cc1
-0.1 | -0.81 | CC(C)[C@H](N)C(=O)N1CCC(C(=O)N[C@@H](Cc2ccccc2)C(=O)NCc2ccc(F)cc2)CC1
-1.6 | 0.52 | COc1ccc(Cc2nnc(NC(=O)c3ccc(OC(C)=O)cc3)s2)cc1OC
0.6 | -0.15 | Cc1ccc(CNC(=O)C2(C)Oc3ccccc3NC2=O)cc1 (stereo not drawn)
-1.1 | -0.47 | COc1ccc(NC(=S)N/N=C/c2cccn2Cc2ccc(F)cc2)cc1
-1.5 | 0.02 | COc1cc(C)c(CN2CCC(Oc3ccc(C(=O)N4CCCC4)cc3)CC2)cc1C
0.8 | -0.93 | C[N+]1(CCC(=O)c2ccccc2)CCCCC1
-1.7 | . | COc1ccc(-c2ccc3c(c2)S(=O)(=O)c2cccc(C(=O)NCc4ccccc4Cl)c2C3=O)cc1OC
1.2 | 0.39 | COc1ccc(C(=O)NC(C)c2nnc(SCc3ccc(Cl)c(Cl)c3)n2C)cc1 (stereo not drawn)
1.7 | 0.02 | CCN(CC)Cc1c(O)ccc2c(=O)c(-c3ccccc3)coc12
-0.6 | . | COc1ccc(CNC(=O)CN2C(=O)NC(c3ccccc3)(c3ccccc3)C2=O)cc1
. | -1 | CCn1c(=O)n(CC(=O)Nc2ccc(F)cc2)c(=O)c2ccccc21
-0.3 | -2 | COc1cccc(C2=NOC(C(=O)Nc3cc(C)on3)C2)c1 (stereo not drawn)
-1.2 | 1.6 | Cc1cc2n(c(=O)c1C#N)CCCN2c1ccccc1
-0.8 | 2.4 | COc1ccccc1Oc1ccc(-c2cnc3ccccc3n2)cc1[N+](=O)[O-]
-2.0 | 0.3 | COc1ccc(N2CCN(C(c3nnnn3C3CCCC3)C(C)C)CC2)cc1 (stereo not drawn)
-3.6 | -0.01 | CN(c1ccccc1)S(=O)(=O)c1cccc(C(=O)OCC(=O)NCc2ccc3c(c2)OCO3)c1
-1.9 | . | CCCC1(C(=O)OCC)NC(c2ccc(N(C)C)cc2)C2C(=O)N(c3ccc4c(c3)OCCO4)C(=O)C21 (stereo not drawn)
-0.8 | 0.8 | O=C(CSc1nc2ccccc2o1)Nc1ccc(N2CCOCC2)cc1
-0.8 | -1.3 | COc1ccc(CN2C(=O)C(C)Oc3ccccc32)cc1 (stereo not drawn)
-0.3 | -0.54 | Cc1ccc(NC(=O)c2cnccn2)nc1
-1.8 | 2.2 | O=C(CN1CCc2cc3c(cc2C1)OCCCO3)Nc1cccc(Br)c1
-0.5 | 0.62 | Cc1ccsc1/C=C/C(=O)O
-0.2 | 0.69 | COc1ccc(OC)c(NC(=O)N2CCCC(C(=O)c3ccccc3OC)C2)c1 (stereo not drawn)

Molecules shown so far containing four or more nitrogen atoms:
STK33 kinase inh | Kir21 inh | Structure
-0.1 | -0.81 | CC(C)[C@H](N)C(=O)N1CCC(C(=O)N[C@@H](Cc2ccccc2)C(=O)NCc2ccc(F)cc2)CC1
-1.1 | -0.47 | COc1ccc(NC(=S)N/N=C/c2cccn2Cc2ccc(F)cc2)cc1
1.2 | 0.39 | COc1ccc(C(=O)NC(C)c2nnc(SCc3ccc(Cl)c(Cl)c3)n2C)cc1 (stereo not drawn)
-2.0 | 0.3 | COc1ccc(N2CCN(C(c3nnnn3C3CCCC3)C(C)C)CC2)cc1 (stereo not drawn)
-0.3 | -0.54 | Cc1ccc(NC(=O)c2cnccn2)nc1

The results go on:
STK33 kinase inh | Kir21 inh | Structure
0.8 | 1 | COc1ccc(C(=O)c2coc3ccc(O)cc23)cc1
-0.6 | -0.33 | CCOC(=O)Cc1csc(NC(=O)c2cccc(Cl)c2)n1
1.3 | 0.83 | O=C(NCCC1=CCCCC1)C1CCN(Cc2cnn(-c3ccccc3)c2-n2cccc2)CC1
-1.8 | 0.69 | CCCCNC(=O)NS(=O)(=O)c1ccc(NS(=O)(=O)c2ccccc2)cc1
-0.9 | -0.29 | O=C(NCc1cccnc1)c1ccc(S(=O)(=O)N2CCCCCC2)cc1
0.5 | 1.9 | Cn1cc(P(=O)(N2CCOCC2)N2CCOCC2)cc1P(=S)(N1CCOCC1)N1CCOCC1
-2.2 | 0.3 | CN(C)c1ccc(C(=O)c2ccccc2C(=O)O)c(O)c1
0.7 | -0.31 | COCCN=C1NN=C(c2ccc(C)c([N+](=O)[O-])c2)CS1
-1.5 | -0.54 | CC1CCC(NC(=O)CC(C)(C)Cc2nc3ccccc3c(=O)[nH]2)CC1 (stereo not drawn)
0.6 | 0.23 | CCc1noc(C)c1C(=O)Nc1ccc(C#N)cc1
1.7 | -0.24 | CCN(CC)CCN(C)Cc1nc(C(c2ccccc2)c2ccccc2)no1
-0.3 | 0.3 | CCNc1ccc(C(=O)O)cc1N
0.1 | -0.71 | CC(C)(C)c1ccc(-c2nc(C#N)c(N3CCC(C(N)=O)CC3)o2)cc1
1.9 | 0.13 | CCCCC1=CC2=C(c3ccco3)C(=O)C(C)(OC(=O)c3ccc(OC)cc3)C(=O)C2=CN1CCCCO (stereo not drawn)
0.4 | -0.13 | COc1ccc(/C=N/NC(=O)c2ccc3c(c2)OCCO3)c(OC)c1
1.1 | -1.1 | C/C=C(/C)C(=O)Nc1cccc(C2=NOC3(C2)C[C@@H](C(N)=O)N(C(=O)C2(C)CC2)C3)c1 (stereo partly drawn)
0.2 | -1.3 | Cc1cc(Cl)ccc1OCCCC(=O)N1CCOCC1
-1.9 | 2.5 | S=C(NN=C1CCCCCC1)Nc1ccc(Cl)cc1
-0.5 | -0.01 | CCOC(=O)c1[nH]c2ccccc2c1NC(=O)c1ccc(S(=O)(=O)N2CCCCC2)cc1
0.3 | -0.7 | CN(C)/C=C/C(=O)c1cnc(-c2ccc(Cl)cc2)s1
-0.7 | -0.03 | Cc1cc(NC(=O)CSc2nnnn2-c2ccccc2F)no1
0.4 | 0.62 | CCCCSc1nc(O)c(C2OC(=O)c3c2ccc(OC)c3OC)c(=O)n1C (stereo not drawn)
0.2 | -1.7 | Cc1ccc2c(c1)c(-c1csc(N)n1)c(C)n2C
4.3 | 2.7 | O=C(COc1cccc(C(F)(F)F)c1)Nc1ccc2[nH]ncc2c1

Record cards, as listed above.
Results for `CCCCSc1nc(O)c(C2OC(=O)c3c2ccc(OC)c3OC)c(=O)n1C` (stereo not drawn) : STK33 kinase inh: 0.4; Kir21 inh: 0.62
Results for `S=C(NN=C1CCCCCC1)Nc1ccc(Cl)cc1` : STK33 kinase inh: -1.9; Kir21 inh: 2.5
Results for `COc1ccc(/C=N/NC(=O)c2ccc3c(c2)OCCO3)c(OC)c1` : STK33 kinase inh: 0.4; Kir21 inh: -0.13

Going on with the list.
STK33 kinase inh | Kir21 inh | Structure
-0.7 | -0.04 | O=C(N/N=C/c1ccc2c(c1)OCO2)c1sc2cccc(Cl)c2c1Cl
1.3 | -0.95 | CC(C)(Oc1ccc(Cl)cc1)C(=O)NCc1ccco1
-2.2 | -1.2 | CCOC(=O)c1c(C)n(C)c2ccc(OC(=O)c3ccc([N+](=O)[O-])cc3)cc12
-5.1 | -0.83 | O=C(CCl)NCCCN(C(=O)C(Cl)Cl)c1ccc([N+](=O)[O-])cc1
-2.0 | 1.1 | CC(C)OC(=O)C1C(=O)CC(C)(O)C(C(=O)OC(C)C)C1c1cccc(O)c1 (stereo not drawn)
0.2 | 0.83 | CCCCC(=O)NC(=S)Nc1cccc(Cl)c1N1CCCCC1
-3.6 | -0.07 | CC1(C(=O)NC2CCCCC2)CCC(=O)N1Cc1cccs1 (stereo not drawn)
0.6 | -0.04 | COc1ccc(-c2nn(C)c(=O)c3ccccc23)cc1NS(C)(=O)=O
-0.3 | 0.17 | COc1ccc(N(CC(=O)Nc2ccc(F)c(F)c2)S(=O)(=O)c2c(C)n[nH]c2C)cc1
-4.5 | 2.1 | CC(=O)c1ccc(NC(=O)C2CCC(C)NC2=O)cc1 (stereo not drawn)
-0.5 | 0.04 | Cc1cccc(OCCCn2c(=O)sc3ccccc32)c1
-4.4 | 0.44 | CCOC(=O)c1cnc(SCC(=O)Nc2cc(C(F)(F)F)ccc2N2CCOCC2)nc1N
-1.3 | -1.7 | CCOC(=O)Cn1cc(C#N)c2ccccc21
-0.9 | -0.56 | Cc1ccc(OCC(=O)NCCNC(=O)c2ccco2)cc1C
-2.0 | -0.37 | Cc1cc(C)n2nc(SCC(=O)Nc3ccc(O)cc3)nc2n1
-0.9 | -0.04 | COc1ccc(-n2cc(-c3ccccc3)c3c(=S)nc[nH]c32)cc1
-1.9 | 0.63 | N#Cc1cc2c(nc1SCC(=O)N1CCCCC1)CCCC2
-0.9 | -1.3 | CCC(C)NC(=O)CCNS(=O)(=O)c1ccc(Br)cc1 (stereo not drawn)
-0.2 | 2 | CCNC(=S)N1CCC(NC(=O)C2CCCCC2)CC1
-2.7 | -1.7 | COc1ccc(C(=O)/C=C/c2ccccc2)c(OC)c1
-1.1 | 1.9 | O=C(CSc1nc2ccccc2c(=O)n1-c1ccc(F)c(Cl)c1)Nc1cccc(S(=O)(=O)N2CCOCC2)c1
3.1 | -2.8 | Cc1cc2oc(=O)c(CC(=O)NCCCN(C)C)c(C)c2c2occ(C(C)(C)C)c12
-0.7 | 1.9 | CCC1CCCCN1CCCNC(=O)Cn1c2ccccc2c2nc(=O)cc(C)n21 (stereo not drawn)
-1.9 | 1.4 | CN(CCC#N)C(=S)Nc1ccc(F)cc1
-0.5 | 1.9 | Cc1ccc(C(=O)CSc2nnc(CNc3ccc(C)cc3C)o2)cc1
-0.6 | 2.2 | Cc1ccc(CNC(=O)C2CCCN2S(=O)(=O)c2ccc(Cl)cc2)cc1 (stereo not drawn)
-1.0 | -0.44 | COc1ccc(/C=N/n2cncn2)cc1COc1ccc(NC(C)=O)cc1
-1.7 | 0.29 | CCCn1c(-c2cccc(F)c2)nc2c1c(=O)[nH]c(=O)n2Cc1ccccc1
0.5 | 0.18 | CCc1nc2ccccc2nc1N1CCN(S(=O)(=O)c2ccc(Cl)cc2)CC1
0.3 | . | CCCC(NCC(=O)Nc1cc(S(=O)(=O)N2CCOCC2)ccc1OC)c1ccccc1 (stereo not drawn)
-2.2 | -0.19 | O=C(Cn1ncc2c(=O)oc3ccccc3c21)N(Cc1ccco1)C1CCCCC1
1.3 | -4.1 | O=C1c2cccc3cccc(c23)C(=O)N1CC1CCN(CC(O)COCc2ccc3c(c2)OCO3)CC1 (stereo not drawn)
. | -3.3 | O=C(NC(=S)N(CCc1ccccc1)CCc1ccccc1)c1ccco1
-0.6 | -0.51 | CC(C)NC(=O)NC(=O)CN1C(=O)NC(Cc2c[nH]c3ccccc23)C1=O (stereo not drawn)
-2.4 | -2 | CN(C)c1nc(OCCNC(=O)COc2ccc(Cl)cc2Cl)nc(N2CCOCC2)n1
-0.8 | -0.94 | CCOC(=O)C(CCCCCCC(NC(C)=O)(C(=O)OCC)C(=O)OCC)(NC(C)=O)C(=O)OCC
-1.1 | 0.55 | CC(=O)Nc1ccc(NC(=O)C/C(C)=N/NC(=O)C(=O)Nc2ccc(C)c(Cl)c2)cc1
-1.1 | 2.8 | O=C(CCNc1cc(Cl)cc(Cl)c1)c1cccs1
-1.0 | 0.32 | NC[C@@H]1O[C@H](O[C@H]2[C@@H](O)[C@H](O[C@@H]3[C@@H](O)[C@H](N)C[C@H](N)[C@H]3O[C@H]3O[C@H](CO)[C@@H](O)[C@H](O)[C@H]3N)O[C@@H]2CO)[C@H](N)[C@@H](O)[C@@H]1O
-1.1 | 0.02 | COc1ccc(CNc2ccccc2)cc1Br
-2.0 | 1.4 | CCOc1cccc(C2c3c(oc4ccccc4c3=O)C(=O)N2c2ccccn2)c1 (stereo not drawn)
7.4 | . | O=C(Cn1ccc(NC(=O)OCc2ccccc2)nc1=O)NCCCN1CCCC1=O
-1.0 | 0.48 | CN(CC1CCCN(CCc2ccc(F)cc2)C1)C(=O)CCC(N)=O (stereo not drawn)
-1.0 | 1.8 | O=C(c1ccccc1F)N(Cc1ccc2c(c1)OCO2)Cc1cc2cc3c(cc2n2nnnc12)OCO3
-0.2 | -0.37 | C#CCOCCOCCOCCNc1nc(N2CCN(C(=O)[C@H]([C@@H](C)CC)n3cc([C@@H](N)CO)nn3)CC2)nc(N2CCN(C(=O)[C@H](Cc3ccc(O)cc3)n3cc([C@@H](N)C(C)CC)nn3)CC2)n1 (stereo partly drawn)
-1.5 | -1.6 | COc1cc(SC)ccc1C(=O)Nc1ccc(Br)cn1
0.0 | 0.42 | COc1ccc(CN(C)C(=O)COC(=O)c2ccc3c(c2)OCO3)cc1OC
-1.1 | 0.33 | CCN(CC)C(=O)CSc1nnc(-c2ccccc2)n1N
0.8 | . | Cc1ccc(C(=O)OC(C)C(=O)NC(C)CCc2ccccc2)o1 (stereo not drawn)
-0.3 | -0.87 | CCN1CCCC1CNC(=O)C1c2ccccc2C(=O)N(CCOC)C1c1ccc(F)cc1 (stereo not drawn)
-1.0 | 0.07 | Cn1c(CC(=O)Nc2ccccc2F)nnc1SCC(=O)N1CCOCC1
-0.8 | 0.42 | CC(NC(=O)c1ccc2c(c1)OCO2)c1ccccc1 (stereo not drawn)
2.0 | . | O=C(CSc1nnc(C2CC2)n1-c1ccccc1)NC1CCS(=O)(=O)C1 (stereo not drawn)
-1.0 | -0.85 | Cc1ccc(NC(=O)c2ccc(Cn3cc([N+](=O)[O-])cn3)cc2)c(C)c1
3.0 | -0.29 | COc1ccc(NC(=O)CCN2CCN(C/C=C/c3ccccc3)CC2)cc1
0.6 | 0.3 | O=c1c2ccccc2c(-c2ccccc2)nn1-c1ccccc1
-0.4 | -1.4 | CCn1ccnc1CN(C)Cc1nc(-c2cccc(Cl)c2)no1

Rows are unselected; overall some 0.84% were active at least once.
